# Bioassay records (PubChem BioAssay)
# PKM2 activator = qHTS Assay for Activators of Human Muscle isoform 2 Pyruvate Kinase; purified PKM2, Kinase-Glo ATP luminescence, activation; response scale: 0% is enzyme alone, no compound; Potency, µM (titrated, usually from 57.5 µM), inactives show top-dose activation, usual class: activators; 260,000 compounds, 0.34% hits; AID 1631, 2009; also: potency is read from the fitted curve at half-maximal effect; % is scaled to controls: 0 for no effect and ±100 for the full control effect; nearly all actives have a fitted effect of over 55% in size
#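 hPK-M2, >95% pure; 0.1 mM ADP / 0.5 mM PEP final; imidazole pH7.2 buffer w/ 7 mM MgCl2, 50 mM KCl; 1 h RT; Kinase-Glo lum. Intermediate enzyme activity for dual inhibitor/activator qHTS.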
# Rab9 prom act = qHTS Assay for Rab9 Promoter Activators; Huh7 Rab9 promoter-luciferase reporter, luminescence, 24 h; Potency, µM (titrated, usually from 9.22 µM), inactives show at the top dose activation, negative = inhibition, usual class: activators; 320,000 compounds, 2.8% hits; AID 485297, 2010; also: potency is read from the fitted curve at half-maximal effect; % of control where 0% means no effect; nearly all actives have a fitted effect of over 60% in size
#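 Luminescence from Amplite-detected luciferase (10 minutes, ambient) reports Rab9 promoter activation. Before that, stable Rab9-luciferase Huh7 cells (1500/well, reduced-serum OP-MEM I plus 10% FBS) were exposed to compound for 24 hours at 37C.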
# FLuc modulator = qHTS profiling assay for firefly luciferase inhibitor/activator using purifed enzyme and Km concentrations of substrates (counterscreen for miR-21 project) | AID 588342, 2011 | purified FLuc, Km substrates, luminescence inhibition | Potency, µM (top dose mostly 57.5 µM), for the others: at the top dose activity change, negative = inhibition, usual class: inhibitors | 360,000 compounds, 6.9% hits;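 also: potency is read from the fitted curve at half-maximal effect; plate controls were vehicle for no effect and reference inhibitor for full effect; nearly all actives have a fitted effect of over 55% in size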
#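 Biochemical qHTS of compounds, final roughly 60 µM downward over six points, against 10 nM purified firefly luciferase using Km concentrations of substrates (10 uM D-luciferin, 10 uM ATP) in Tris acetate pH 7.5 buffer; luminescence output.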
# NPC1 prom act = qHTS Assay for NPC1 Promoter Activators; AID 485313, 2010; Huh7 NPC1 promoter luciferase reporter, 24 h; 320,000 compounds, 2.4% hits; Potency, µM (doses to about 9.22 µM), for inactives: at the highest dose activation, usual class: activators;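 also: potency is read from the fitted curve at half-maximal effect; % of control where 0% means no effect; nearly all actives have a fitted effect of over 60% in size; reporter is driven by a mutant NPC1 promoter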
#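 Compounds in DMSO were transferred onto Huh7 NPC1-luciferase reporter cells pre-incubated 2 h; after 24 h at 37 °C, Amplite reagent was dispensed and luminescence recorded 10 min later.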
# MBNL1 CUG block = qHTS Assay for Inhibitors of MBNL1-poly(CUG) RNA binding; Muscleblind-like protein 1 (Homo sapiens), Q9NR56; TR-FRET MBNL1-His/biotin-(CUG)12 binding, 665/545 ratio; Potency, µM (doses to about 57.5 µM), without a hit: at the top dose activity change, negative = inhibition, hits mostly inhibitors; 280,000 compounds, 0.036% hits; AID 2675, 2010; active = well fitted inhibition curve with a large enough effect in the signal ratio, with a control signal flat, not every such curve was filed as active; inconclusive = small, poorly fitted or top-dose-only effect, or effect the other way, or a change in a side signal; inactive = no such curve, though single readings can be large or run the other way; the % refers to the signal ratio; also: potency is read from the fitted curve at half-maximal effect; % is scaled to controls: 0 for no effect and ±100 for the full control effect
# Target sequence (Q9NR56 whole entry, looked up): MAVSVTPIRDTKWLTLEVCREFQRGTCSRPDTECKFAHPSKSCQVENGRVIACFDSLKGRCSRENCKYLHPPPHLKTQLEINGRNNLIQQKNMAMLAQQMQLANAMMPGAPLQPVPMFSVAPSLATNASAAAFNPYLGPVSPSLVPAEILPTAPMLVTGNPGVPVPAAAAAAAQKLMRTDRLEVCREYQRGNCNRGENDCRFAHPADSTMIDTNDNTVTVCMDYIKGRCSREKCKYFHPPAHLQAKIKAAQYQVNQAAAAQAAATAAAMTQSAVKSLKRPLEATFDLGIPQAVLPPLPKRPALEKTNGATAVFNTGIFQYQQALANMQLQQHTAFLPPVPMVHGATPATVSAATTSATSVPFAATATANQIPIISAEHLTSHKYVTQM
#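 TR-FRET between His-tagged MBNL1 and biotin-(CUG)12 RNA, detected with Tb anti-His antibody (0.055 ng/ul) and streptavidin-XL665 (5 nM), 60 min at room temperature. Compounds titrated 92 nM to 58 uM; 665/545 nm ratio normalized to buffer and complex controls.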
# KCNH2 3.1 block = qHTS for Inhibitors of KCHN2 3.1: Mutant qHTS. activity change, % (tested at about 1.8 µM). 340,000 compounds, 0.95% hits. AID 720553, 2013. U2OS KCNH2 3.1, thallium flux FluxOr; active compounds read low. Potassium voltage-gated channel subfamily H member 2, brain isoform KCNH2 3.1 (human);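 active = maximum activity change below -70%; inconclusive = maximum activity change from -70% to -50%; inactive = maximum activity change above -50%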;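 also: thallium influx rate constant from kinetic fluorescence after stimulation buffer; % is scaled to controls: 0 for no effect and ±100 for the full control effect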
#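 Thallium flux via FluxOr fluorescence (Red40 quencher, 45 min loading) in U2OS cells virally expressing the KCNH2 3.1 isoform (1.77 x 10^8 /mL virus, overnight at 37 C). Rate constants from 2-min kinetic reads post-stimulation, normalised to positive and negative controls.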
# Mito fusion yeast = qHTS Assay for Small Molecule Inhibitors of Mitochondrial Division or Activators of Mitochondrial Fusion; S. cerevisiae fusion-defective mutant growth rescue, CellTiterGlo 48 h; Potency, µM (series often up to 46.1 µM), without a hit: top-dose growth rescue (activation), actives largely listed as activators; 320,000 compounds, 0.23% hits;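 also: potency is read from the fitted curve at half-maximal effect; % of control where 0% means no effect; nearly all actives have a fitted effect of over 45% in size; temperature-sensitive fusion mutants such as fzo1-1 at 37 °C on non-fermentable ethanol glycerol medium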
#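 Growth-rescue viability read-out: after 48 h at the non-permissive 37C in glycerol/ethanol YPEG, yeast mitochondrial fusion mutants are measured by CellTiterGlo luminescence; compounds (23 nl pinned per well) restoring growth score as division inhibitors or fusion activators.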
# RORg inh = qHTS for inhibitors of ROR gamma transcriptional activity; Drosophila S2 Gal4-RORgamma UAS-luciferase reporter, 20 h; 310,000 compounds, 5.4% hits; Nuclear receptor ROR-gamma (Mus musculus), P51450; Potency, µM (highest dose often 53.6 µM), for the others: at the highest dose activity change, negative = inhibition, most hits filed as inhibitors; also: potency is read from the fitted curve at half-maximal effect; % is scaled to controls: 0 for no effect and ±100 for the full control effect; nearly all actives have a fitted effect of over 60% in size
#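 Read-out: Photinus luciferase luminescence; inhibitors lower reporter signal. Insect Schneider cells with Gal4-ROR gamma fusion under metallothionein promoter, UAS reporter; 700 uM final copper sulfate induction, 20 hr, ambient temperature.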
# ELG1 repair inh = qHTS screen for small molecules that inhibit ELG1-dependent DNA repair in human embryonic kidney (HEK293T) cells expressing luciferase-tagged ELG1 | HEK293T ELG1-luciferase reporter, luminescence, 16 h; DNA damage induced by 5-fluorouridine | Potency, µM (titrated, usually from 46.1 µM), for inactives: at the highest dose activity change, negative = inhibition, hits mostly inhibitors | 330,000 compounds, 2.3% hits; also: potency is read from the fitted curve at half-maximal effect; % is scaled to controls: 0 for no effect and ±100 for the full control effect; nearly all actives have a fitted effect of over 55% in size
#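 Cells (2,000 per well) received 5-fluorouridine plus test compound or DMSO and were incubated 16 hr at 37 °C, 5% CO2. Luciferase activity was read by luminescence 30 min after ONE-Glo addition; signal suppression marked inhibition of damage-induced ELG1 function.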
# Menin-MLL TR inh = qHTS Assay for Inhibitors Targeting the Menin-MLL Interaction in MLL Related Leukemias: Competition With Texas Red Labeled MLL-derived Mutant Peptide; O00255; Menin + Texas Red MLL mutant peptide, fluorescence polarization; Potency, µM (top dose mostly 61.6 µM), for the others: at the highest dose FP activity change, negative = inhibition, usual class: inhibitors; 270,000 compounds, 0.23% hits; AID 1768, 2009; active = well fitted inhibition curve with a large enough effect in the polarisation, with a control signal flat, not every such curve was filed as active; inconclusive = small, poorly fitted or top-dose-only effect, or effect the other way, or a change in a side signal; inactive = no such curve, though single readings can be large or run the other way; the % refers to the polarisation; also: potency is read from the fitted curve at half-maximal effect; % of control where 0% means no effect; many of its hits are not listed in these tables
# Target sequence (O00255 whole entry, looked up): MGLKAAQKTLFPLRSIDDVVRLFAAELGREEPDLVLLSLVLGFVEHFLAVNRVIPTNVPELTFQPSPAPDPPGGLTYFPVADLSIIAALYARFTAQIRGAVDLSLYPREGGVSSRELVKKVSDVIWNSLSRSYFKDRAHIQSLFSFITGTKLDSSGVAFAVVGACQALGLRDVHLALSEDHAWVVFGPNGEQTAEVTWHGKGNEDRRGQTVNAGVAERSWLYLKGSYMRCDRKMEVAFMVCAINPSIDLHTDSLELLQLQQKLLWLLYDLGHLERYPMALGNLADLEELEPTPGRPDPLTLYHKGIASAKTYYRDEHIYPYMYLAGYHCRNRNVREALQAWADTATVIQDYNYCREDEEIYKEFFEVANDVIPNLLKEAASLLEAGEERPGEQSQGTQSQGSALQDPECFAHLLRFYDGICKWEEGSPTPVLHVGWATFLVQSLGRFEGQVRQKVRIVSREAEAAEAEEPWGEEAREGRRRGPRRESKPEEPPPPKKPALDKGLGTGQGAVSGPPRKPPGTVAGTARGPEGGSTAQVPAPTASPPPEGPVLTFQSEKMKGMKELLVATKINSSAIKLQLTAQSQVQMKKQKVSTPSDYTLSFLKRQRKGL
# VP16 counter = VP16 counterscreen qHTS for inhibitors of ROR gamma transcriptional activity | Drosophila S2 Gal4-VP16 UAS-luciferase, luminescence, 20 h | Potency, µM (titrated, usually from 53.6 µM), without a hit: at the top dose activity, negative = inhibition, hits mostly inhibitors | 310,000 compounds, 3.5% hits | AID 2546, 2010;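 also: Gal4-VP16 expression switched on by copper sulfate through the metallothionein promoter; potency is read from the fitted curve at half-maximal effect; % is scaled to controls: 0 for no effect and ±100 for the full control effect; nearly all actives have a fitted effect of over 50% in size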
# The depositor's hits bear a star; ? = inconclusive; . = not tested or not shown; [ ] = another dose, or the depositor's remark. Unless noted, calls follow the shape of the dose curve; as a rule, active = well fitted curve in the direction sought with a large enough effect; inconclusive = small, poorly fitted or top-dose-only effect, or another doubt; inactive = no such curve, though single readings can be large; an effect the other way counts as inactive or inconclusive. Only part of the results is shown, so the mix of outcomes need not match the whole.
SMILES,PKM2 activator,Rab9 prom act,FLuc modulator,NPC1 prom act,MBNL1 CUG block,KCNH2 3.1 block,Mito fusion yeast,RORg inh,ELG1 repair inh,Menin-MLL TR inh,VP16 counter
Cc1ccc(NC(=O)C(=O)NCC2OCCc3ccccc32)cc1 (stereo unspecified),-14%,29%,4%,10%,-9%,-21,-3%,13%,?,-11%,11%
CCCc1c(C)c2cc(C)ccc2[nH]c1=O,0%,15%,4%,-1%,2%,-5,2%,-8%[10 µM],16%,-11%,2%
CCOc1ccc(S(=O)(=O)Nc2nccs2)cc1,?,-1%,-1%,5%,-11%,3,3%,-2%,7%,9%,8%
COc1ccc(NC(=O)N(CCc2ccccc2)Cc2cc3c(C)cc(C)cc3[nH]c2=O)cc1,1%,-4%,-15%,7%,4%,3,-1%,15%,?,.,9%
Cc1ccc2[nH]c(=O)c(CN(CCCN3CCOCC3)C(=O)NC3CCCCC3)cc2c1,-4%,-3%,-2%,-2%,2%,-8,3%,18%,-5%,-4%,-2%
COc1ccc(NC(C)c2ccccc2)cc1 (stereo unspecified),0%,12%,?,8%,5%,-1,-3%,26%,18%,-3%,2%
Cc1cccc(CS(=O)(=O)Cc2ccc(C(=O)NCc3cccnc3)o2)c1,0%,-8%,1%,-1%,-12%,6,-3%,-1%,-7%,-14%,-7%
CCc1noc(C)c1C(=O)N(CC)c1nc2c(C)cccc2s1,.,-1%,2%,1%,.,0,12%,.,15%,.,.
Nc1c(C(=O)Nc2ccc(F)cc2)sc(=S)n1-c1ccccc1F,-14%,?,?,?,0%,14,1%,-27%,?,?,11%
COc1ccccc1-c1cc(C(=O)O)c2c(=O)n(C)c(=O)n(Cc3ccccc3)c2n1,2%,-6%,-1%,1%,0%,8,2%,-22%,-1%,18%,-9%
CC[n+]1ccc(C[n+]2ccccc2)c2ccccc21,-32%,-6%,4%,-3%,?,1,-1%,4%,1%,-2%,2%
O=C(NCCC1=CCCCC1)C1CCC(CNc2c(N3CCCC3)c(=O)c2=O)CC1 (stereo unspecified),0%,-4%,3%,-4%,-4%,36,-13%,0%,-2%,.,11%
O=C(O)C1CN(C(=O)c2ccccc2)c2cc(Cl)ccc2O1 (stereo unspecified),.,3%,-3%,2%,-3%,-5,13%,-17%,22%,-11%,-12%
COc1ccc(OC)c(NC(=O)c2cc(-c3cc(C)cc(C)c3O)n[nH]2)c1,.,-1%,2%,1%,5%,6,-4%,-24%,10%,?,?
CCCOc1ccc(C(=O)NC(=S)NCc2cccnc2)cc1,-7%,-10%,?,-3%,13%[11.5 µM],-4,-5%,?,-4%,6%,13µM*
CCN(c1ccccc1)S(=O)(=O)c1ccc(NCC2COc3ccccc3O2)nc1 (stereo unspecified),-3%,-6%,4%,-3%,-5%,10,-5%,?,?,?,-15%
CC(Oc1ccc(Cl)cc1)c1ccnn1S(=O)(=O)c1ccc(Cl)cc1 (stereo unspecified),-2%,1%,2%,-1%,0%,-16,15%,34%,0%,21%,-2%
Cc1ccc(-c2cc(C(=O)NCc3ccc4c(c3)OCO4)[nH]n2)c(O)c1C,4%,-1%,19µM*,-1%,9%,0,7%,1%,-20%,?,3%
O=C(Nc1ccc2c(c1)OCO2)c1ccc(NC2CC2)c([N+](=O)[O-])c1,-4%,0%,?,0%,11%,-2,?,14%,-22%,?,-17%
CC(C)CCNC(=O)c1onc(CSc2nc3ccccc3[nH]2)c1C(=O)NCCC(C)C,2%,-3%,0%,-1%,3%,-6,-7%,-33%,-15%,6%,-2%
Cc1cc2cc(CCNS(=O)(=O)c3ccc(F)cc3)c(=O)[nH]c2cc1C,5%,1%,-1%,1%,-1%,-11,12%,-22%,-20%,0%,-30%
CC(=O)Cc1nsc(Nc2ccc(Cl)cc2)n1,8%,?,?,?,2%,-5,-7%,23%,?,28%,?
NS(=O)(=O)c1ccc(N/N=C/C=C/c2ccccc2[N+](=O)[O-])cc1,0%,?,17µM*,?,?,5,7%,?,?,?,?
CC1CC(=O)C=C(O)C1C(=O)OC(C)(C)C (stereo unspecified),2%,-5%,8%,-4%,-6%,1,-4%,-12%,1%,3%,-1%
Cc1cccc(NC(=O)C(C)Sc2nnc(-c3cccnc3)o2)c1 (stereo unspecified),.,-4%,-5%,-2%,.,-17,1%,.,?,.,.
C=CCNC(=S)NNC(=O)COc1ccc2cc(Br)ccc2c1,0%,3.2µM*,-2%,?,8%,-2,?,3.2µM*,?,33%[activator],?
CC(=O)N(C)c1ccc(NC(=O)CCN2C(=O)c3ccccc3C2=O)cc1,-4%,0%,0%,3%,8%,12,1%,8%,-12%,-8%,6%
CCOC(=O)N1CCC(NC(=O)c2cc3c(-c4ccc(OC)c(OC)c4)nn(C)c3s2)CC1,4%,0%,-1%,3%,-4%,.,4%,6%,7.3µM*,4%,-21%
COCCn1c(=NC(=O)c2cccs2)sc2cc(NC(C)=O)ccc21,-8%,0%,1%,-1%,-4%,-11,-2%,-25%,19%,6%,-11%
CC1(C)Cc2c(cnn2-c2ccccc2)-c2c1c1ccccc1n2CC(O)CBr (stereo unspecified),-2%,0%,-1%,-3%,9%,0,7%,17%,-18%,1%,-3%
Cc1ccc(F)cc1NC(=O)CCc1c(C)nn(-c2ccc(N3CCCCC3)nn2)c1C,.,30%,11µM*,?,10%,8,-5%,-12%,-17%,.,0%
COCCNC(=S)N/N=C/c1c2ccccc2cc2ccccc12,.,0%,-15%,-6%,?,8,-14%,7.1µM*,?,?,?
CC1(C)Cc2ccccc2C(=NC(Cc2c[nH]c3ccccc23)C(=O)O)N1 (stereo unspecified),-2%[11.5 µM],-3%,-9%,3%,3%,4,2%,-10%,-3%,0%,-9%
CCOC(=O)c1ccc(NC2Nc3cc(C)nn3S2)cc1 (stereo unspecified),-2%,-8%,-1%,2%,40%[activator],3,3%,22%,0%,?,-6%
CC(=O)N1CCCc2cc(S(=O)(=O)Nc3ccc4c(c3)OCO4)ccc21,-4%,-6%,-14%,0%,14%,-17,-5%,29%,9%,10%,-18%
CC(C)c1nnc(NC(=O)CCS(=O)(=O)c2nc(-c3cccs3)cc(C(F)(F)F)n2)s1,11%,-1%,1%,-24%,39%[activator],3,-15%,1.8µM*,?,13%,1.6µM*
O=C(Cn1c(=O)cnc2ccccc21)N1CCCc2ccccc21,5%,1%,0%,-1%,?,-6,-9%,0%,2%,4%,8%
CCOc1ccc(Cl)cc1S(=O)(=O)N1CCC(C(=O)NCc2ccncc2)CC1,1%,1%,-1%,-1%,-2%,3,-2%,-4%,-2%,8%,-2%
O=C(O)c1nn(CCOc2ccccc2F)c(=O)c2ccccc12,7%,-4%,-16%,2%,11%,4,5%,33%,1%,-12%,-11%
O=C(NC1CCCC1)C1CCCN1C(=O)Nc1ccccc1Cl (stereo unspecified),0%,-2%,-1%,-3%,0%,5,-2%,-4%,0%,18%,3%
NS(=O)(=O)c1ccc2nc(NC(=O)C3=COCCO3)sc2c1,.,1.1µM*,12µM*,1.8µM*,-8%,2,-2%,?,?,-11%,?
CCc1nnc(NC(=O)c2c(-c3ccccc3)noc2C)s1,.,8%,0%,6%,0%,5,4%,?,4%,.,3%
CC(=O)N1CCc2cc(S(=O)(=O)CCC(=O)N3CCN(c4ccccc4)CC3)ccc21,.,-8%,-1%,-7%,-6%,12,2%,-5%,-7%,.,-10%
O=C(/C=C/c1cccc(Br)c1)Nc1nn[nH]n1,-3%,-3%,?,-3%,.,2,0%,-7%,2%,.,0%
